mHtt clearance: clearance of mutant huntingtin inclusions, primary screen, imaging, HeLa Exon1htt(103Q)mCFP, confocal imaging; aggregate imaging; zero = plate's median compound well; inhibition, % at 1.5 µM; 0.42% of 47,000 active;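 active means inhibition of aggregate fluorescence above about 70%, also judged a hit by eye on the cell image, limit read from the data, passing the limit was not always enough; inconclusive means no rule stated for this call; inactive means not judged a hit on image review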;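 further: cells exposed to compound for three days before fixation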
mHtt clearance grain fraction: recorded beside mHtt clearance, whose call it bears; fraction fluorescence in grains; measured here: aggregate grain fluorescence fraction; stronger effect = lower value;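 scaled fraction of total cell fluorescence in grains with unit not stated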
The depositor's hits bear a star; ? = inconclusive; . = not tested or not shown. Not all compounds are listed; the hit share may differ from the screen's.

SMILES	mHtt clearance	mHtt clearance grain fraction
Cc1ccc(CNC(=O)c2nc3nc(C)cc(C)n3n2)cc1	23	31
CCOc1ccc(Nc2nc(C)cc(C)c2C#N)cc1	77*	4*
COc1ccc(C(=O)O)cc1F	-5	42
COC(=O)c1ccc(CN2C(=O)NC3(CCC(C)CC3)C2=O)o1 (stereo not drawn)	-1	39
COc1ccc(C)cc1S(=O)(=O)Nc1cccc(Cl)c1Cl	39	11
Cn1c(COc2ccccc2)nnc1SCC(=O)NCc1ccccc1	-8	20
CCCc1nc2oc3c(NCCN(C)C)ncnc3c2c2c1CCCC2	-40	46
Cc1cc(C)n(-c2nc3ccccc3[nH]c2=O)n1	-24	20
Cc1ccc(Cn2ccc(NC(=O)c3cc(-c4ccc(Cl)cc4)on3)n2)cc1	3	41
c1cncc(-c2csc(NCc3ccco3)n2)c1	11	21
CCOC(=O)c1[nH]c2cc3c(cc2c1NC(=O)CN1CC(C)CC(C)C1)OCO3 (stereo not drawn)	-80	63
CCOc1ccc(NS(=O)(=O)c2ccc(OCC(=O)N3CCCC3)cc2)cc1	-3	20
O=C(c1cc(-n2cnnc2)ccc1Cl)N1CCN(c2nc(-c3ccccc3)cs2)CC1	45	10
COC(=O)CN(n1cnnc1)S(=O)(=O)c1ccc(C)cc1	-17	24
Cc1ccc(C(=O)COC(=O)CCC(=O)NC2CCCCC2)cc1C	-9	22
Cc1cc(-c2ccccc2)nc(Oc2cccc(C(F)(F)F)c2)c1S(C)(=O)=O	10	38
Brc1ccc(Oc2ncc(CN3CCN(c4ccccc4)CC3)s2)cc1	15	17
O=C(Nc1ccc(NC(=O)C2CC2)nc1)c1ccncc1	27	31
CN(C)c1ncc(S(=O)(=O)c2ccccc2)c(-c2ccccc2Cl)n1	55	9.3
O=C1C=C(c2cccs2)CC(c2cccs2)C1n1cnc([N+](=O)[O-])c1 (stereo not drawn)	23	30
COc1ccc(N=C2CCCN2CC(N)=O)cc1	-58	32
O=C(Nc1cccc2ccccc12)N1CCN(c2ccc(F)cc2)CC1	14	30
CCOC(=O)c1ccc(COC(=O)CNC(=O)CNC(=O)c2ccc(OC)cc2)o1	14	17
CCOc1ccc(-n2nc3ccc(NC(=O)c4ccc5c(c4)OCCO5)cc3n2)cc1	45	10
Cn1c(CCNC(=O)C(C)(C)C)nc2ccccc21	12	30
CC(NC(=O)c1ccco1)C(c1cccs1)N1CCN(c2ccc(F)cc2)CC1 (stereo not drawn)	-30	57
Cc1[nH]nc2c1C(c1ccc(OC(=O)c3ccco3)cc1)C(C#N)=C(N)O2 (stereo not drawn)	-34	50
O=C(NCc1ccccn1)c1cc(-n2cnnc2)ccc1Cl	52	9.1
COc1c(F)c(F)c(C(=O)Nc2ccc(NC(=O)c3ccco3)cc2)c(F)c1F	-6	21
Cc1cc(NC(=O)CCC(=O)N(c2ccccc2)C2(C(=O)NC3CCCCC3)CCCC2)no1	56	8.9
CCCN1C2=NCCCN2c2ccccc21	53	18
CCOC(=O)CNC(=O)c1ccc(C)cc1	-29	41
CCCOc1ccc(N2C(=O)CC(N3CCC(O)(c4cccc(C(F)(F)F)c4)CC3)C2=O)cc1 (stereo not drawn)	-49	30
CN1CCC(N(C)C(=O)c2ccccc2Nc2ccc(SC(F)F)cc2)CC1	-18	43
C=CCn1c(=O)c2c(C)c(C)sc2n2c(Nc3ccccc3)nnc12	-21	24
CCC(C)n1c(SCC(=O)NC(=O)Nc2ccc3c(c2)OCCO3)nc2ccccc2c1=O (stereo not drawn)	13	38
CCOC(=O)c1ccc(NC(=O)CSc2nnc(-c3ccncc3)n2C)cc1	-18	21
O=C(NCc1ccco1)C1CCN(C(=O)c2cc3sccc3n2Cc2ccc(F)cc2)CC1	-12	23
Cc1nn(S(=O)(=O)N(C)C)c(C)c1CN1C(=O)c2ccccc2C1=O	-38	23
Cc1cc2nc(C)c(Cc3ccccc3)c(=O)n2[nH]1	-35	55
CC(C)N(Cc1nc(-c2ccccc2)no1)C(=O)CSc1ccccc1	-49	27
COc1cccc(-n2nc(-c3ccnn3-c3ccc(C)cc3)c(=O)n(C)c2=O)c1	42	12
COc1ccc(OCCC(=O)Nc2cc(C)on2)cc1	-33	26
O=S(=O)(c1cccc(-c2cn3cccnc3n2)c1)N1CCCCCC1	-4	37
CCC(C)Oc1nc2ccccc2nc1NS(=O)(=O)c1ccccc1 (stereo not drawn)	9	18

Single records, from the list above. Order of screens: mHtt clearance	mHtt clearance grain fraction
COc1ccc(OCCC(=O)Nc2cc(C)on2)cc1 as listed: -33	26
CCOc1ccc(Nc2nc(C)cc(C)c2C#N)cc1 as listed: 77*	4*

Continued:
SMILES	mHtt clearance	mHtt clearance grain fraction
COc1cc(OC)c2c(C)c(Cl)c(=O)oc2c1	-6	43
Cc1ccc(/C(O)=C2\C(=O)C(=O)N(c3cc(C)on3)C2c2cccc(Br)c2)cc1 (stereo not drawn)	-43	58
CC(C)CCN1CC(C(=O)NCCC2=CCCCC2)CC1=O (stereo not drawn)	-23	42
Cc1ccc(C2CC(=O)NC(SCCC(C)C)=C2C#N)cc1 (stereo not drawn)	32	33
COc1ccc(C2NC(=O)c3ccccc3N2)cc1OC (stereo not drawn)	-23	46
COc1cc2c(cc1OC)C(C(=O)NCc1ccco1)C(c1cccs1)N(C)C2=O (stereo not drawn)	38	24
Cc1ccc(Cc2nc(-c3cccc(C)c3)no2)cc1	10	17
CCCS(=O)(=O)N1CCN(C(=O)COc2ccccc2)CC1	22	22
O=C(NCc1ccco1)C(c1ccco1)N(CCc1ccccc1)C(=O)Cn1nnc2ccccc21 (stereo not drawn)	-19	44
CCOc1ccc(Cc2nc(C)c(CC(=O)N3CCOCC3)c(=O)[nH]2)cc1	-8	39
Cc1cc(C)c(NC(=O)CSc2nc(COc3ccccc3)nc3ccccc23)c(C)c1	-30	51
CC1(C)Cc2c(cnn2-c2ccccc2)C(=O)/C1=N\NC(=O)c1ccccc1O	?	.
Cc1ccc(CN2C(=O)C3CCCN3c3ccc(S(=O)(=O)N4CCOCC4)cc32)cc1 (stereo not drawn)	9	36
O=C(c1ccc(NC2=NC3CS(=O)(=O)CC3S2)cc1)N1CCN(Cc2ccccc2)CC1 (stereo not drawn)	47	22
C1=C(c2cccc3ccccc23)N2CCN=C2S1	-40	28
COc1ccccc1N1CCN(C(=O)c2ccoc2C)CC1	58	14
O=c1cc(N2CCN(c3ccccc3)CC2)[nH]c(=O)n1-c1ccccc1Cl	-14	23
O=C(Nc1ccc(Cl)cn1)c1cc(S(=O)(=O)N2CCCCC2)ccc1Cl	-46	27
COC(=O)C1=C(C(C)=O)C(c2ccc(C(=O)OC)cc2)n2nnnc2N1 (stereo not drawn)	-9	26
Cc1ccc2c(c1)N(CC(=O)NC1CCCc3ccccc31)C(=O)CO2 (stereo not drawn)	25	28
CCOc1ccc(OCC)c(NS(=O)(=O)c2ccc3c(c2)n(C)c(=O)c(=O)n3C)c1	22	34
CCN(CC)c1ccc(CN(C(=O)c2cc(OC)c(OC)c(OC)c2)C2CCS(=O)(=O)C2)cc1 (stereo not drawn)	-43	41
Cc1ccc(C(OC(=O)c2ccco2)C(=O)NC2CCCCC2)cc1 (stereo not drawn)	2	38
CC(C)Sc1nnc([C@H](Cc2c[nH]c3ccccc23)NC(=O)OC(C)(C)C)o1	-32	27
COc1ccc(S(=O)(=O)Nc2cc(C)on2)cc1OC	36	11
CC(C)OC(=O)c1cccnc1N1CCN(c2ccc(F)cc2)CC1	1	21
COC(=O)c1ccc(-c2ncc(-c3cccc4ccccc34)o2)cc1	-1	17
O=C(Nc1nccs1)c1ccc(S(=O)(=O)NCc2cccs2)cc1	-5	22
CCCOc1ccc(N2C(=O)CC(SCCN)C2=O)cc1 (stereo not drawn)	-41	28
CCCCOC(=O)C1=C(C)NC2(O)c3ccccc3C(=O)C12O (stereo not drawn)	-91	40

An excerpt of these results, bar-delimited.
Molecule | mHtt clearance | mHtt clearance grain fraction
CC(C)Sc1nnc([C@H](Cc2c[nH]c3ccccc23)NC(=O)OC(C)(C)C)o1 | -32 | 27
O=C(Nc1nccs1)c1ccc(S(=O)(=O)NCc2cccs2)cc1 | -5 | 22

Back to the main list, starting two compounds before the break.
SMILES	mHtt clearance	mHtt clearance grain fraction
CCCOc1ccc(N2C(=O)CC(SCCN)C2=O)cc1 (stereo not drawn)	-41	28
CCCCOC(=O)C1=C(C)NC2(O)c3ccccc3C(=O)C12O (stereo not drawn)	-91	40
COc1cccc(OC)c1C(=O)n1nc(C)cc1C	-87	32
CCCCn1nnnc1SCC(=O)Nc1ccc(F)cc1	47	12
c1ccc2c(Oc3ccc4c(c3)OCO4)nncc2c1	-22	46
COc1ccccc1-n1cc(C(=O)NCC(=O)N2CCN(c3ccccc3)CC2)c2ccccc2c1=O	34	25
CC(C)c1c(O)nc(SCCN2CCOCC2)[nH]c1=O	15	30
O=c1c2c(ncn1CCO)nc1n2CCC1	-26	25
O=C(Nc1ccc(OC(=O)c2ccco2)cc1)c1ccco1	-86	35
COC(=O)CCN(C1CCCCC1)S(=O)(=O)c1ccc(S(=O)(=O)NC2CCCCC2)cc1	26	15
O=C(/C=C/c1ccc(Cl)c(Cl)c1)n1cccn1	12	38
Cc1ccc(NC(=O)CCN2C(=O)CSC2=O)c(C)c1	-8	20
CCOC(=O)c1ccc(CNC(=O)Cn2nnc(-c3ccc(C)cc3)n2)o1	-14	45
COc1ccccc1CNC(=O)C1CCN(S(=O)(=O)N2CCCCC2)CC1	55	8.4
Cc1n[nH]c(C)c1N1C(=O)c2cccc3c(N4CCCCCC4)ccc(c23)C1=O	14	30
C=CCNC(=O)c1ccc(C)c(Br)c1	54	8.1
COc1ccc2c(C)cc(SCC(=O)N3CCOCC3)nc2c1	48	23
Clc1ccccc1-c1cc(COc2ccc3ccccc3c2)no1	12	34
COc1ccc(CC2S/C(=C(\C#N)C(=O)NCc3ccco3)N(c3ccc(C)cc3)C2=O)cc1 (stereo not drawn)	26	15
O=C(CSc1nnc(CCCO)n1-c1ccccc1)NCCc1ccccc1	47	9.2
Cn1c(SCC(=O)NCc2cccs2)nnc1-c1ccc(S(=O)(=O)N2CCCC2)cc1	13	18
CC(NC(=O)c1ccccc1F)C(=O)O (stereo not drawn)	53	18
CCOc1ccccc1N1CCN(Cc2ccco2)CC1	32	14
CC1CCN(C(=O)Cc2nn(C)c(=O)c3ccccc23)CC1	-37	51
CC1=CC(C)(C)NC(=S)N1c1ccc(C)cc1	-12	20
Cc1onc(-c2ccccc2Cl)c1C(=O)NCc1nc(-c2ccccc2)no1	15	15
COc1ccc(C(=O)c2cnc(C(C)C)n2C)cc1	2	35
CC(C)(C)c1cc(NC(=O)COC(=O)C2CC2)n(-c2ccccc2)n1	0	35
Cc1nc(SCC(O)CCl)c([N+](=O)[O-])[nH]1 (stereo not drawn)	26	14
O=C(NCCCNc1ccc(C(F)(F)F)cc1[N+](=O)[O-])c1cc(F)c(F)cc1Cl	2	30
COCCN1C(=O)c2ccccc2C(C(=O)NCc2ccco2)C1c1c[nH]c2ccccc12 (stereo not drawn)	16	16
Cc1ccc(C(=O)Nc2c(C(=O)NCc3ccco3)cnn2-c2ccccc2)cc1	-14	45
O=C(CNCC1CCCO1)Nc1ccccc1N1CCOCC1 (stereo not drawn)	42	10
CCOc1ccccc1NS(=O)(=O)c1c(C)noc1C	35	30
Cc1nc2nc(-c3cccs3)cn2nc1C	41	20
O=C(N/N=C/c1cccnc1)c1ccc([N+](=O)[O-])cc1	-117	82
COc1cc(NC(=O)Cc2ccc(Cl)cc2)ccc1NC(=O)c1ccco1	15	29
O=C(Cc1cccs1)Nc1nc(-c2ccccc2)cs1	?	.
O=C(Nc1ccccc1F)c1ccc2nc(N3C(=O)CCC3=O)sc2c1	-1	21
COc1cccc(C(=O)O/N=C/c2ccc(Sc3ccc(C)cc3)nc2)c1	41	12
CCCCc1nc2ccccc2c(NC(=O)CN2CCCC2)c1CCC	-24	27
Cc1ccc2[nH]c(=O)c(CN(Cc3cccnc3)C(=O)c3ccncc3)cc2c1	-23	35
CCOC(=O)c1nnc2cc(-c3ccc(Br)cc3)nn2c1C	-70	32
O=C(O)Cn1nc(C(F)(F)F)c2c1CCCCC2	48	20
COc1cccc(-c2nc(CS(=O)(=O)CC(=O)NCCCOC(C)C)c(C)o2)c1	-46	54
CCc1nnc(NC(=O)Cn2nc(-c3ccccc3OC)ccc2=O)s1	-138	53
O=C(Nc1ccccc1-c1ccccc1)NC1CCN(C(=O)N2CCOCC2)CC1	-6	49
COC(=O)CSc1nc(C)c(Oc2ccccc2)c(=O)[nH]1	12	30
O=C(CSc1ccc2c(c1)OCCO2)Nc1ccc(Cl)cn1	-18	26
N#Cc1nc(-c2ccco2)oc1NCCc1ccccc1	6	18
O=C(O)c1cc(Nc2nc(N3CCOCC3)nc(N3CCOCC3)n2)ccc1Cl	0	19
CSc1nsc(/C=C/Nc2ccc(C)cc2)c1C#N	-62	38
Cn1c(=NCC(O)COc2ccccc2)sc2ccccc21 (stereo not drawn)	-8	42

A different layout for part of the listing above.
| mHtt clearance | mHtt clearance grain fraction | smiles |
| --- | --- | --- |
| -18 | 26 | O=C(CSc1ccc2c(c1)OCCO2)Nc1ccc(Cl)cn1 |
| 6 | 18 | N#Cc1nc(-c2ccco2)oc1NCCc1ccccc1 |
| 0 | 19 | O=C(O)c1cc(Nc2nc(N3CCOCC3)nc(N3CCOCC3)n2)ccc1Cl |
| -62 | 38 | CSc1nsc(/C=C/Nc2ccc(C)cc2)c1C#N |
